Source: PubChem BioAssay (National Center for Advancing Translational Sciences (NCATS))
TRHR agonist = qHTS for Small Molecule Agonists and Allosteric Enhancers of Human TRH Receptor: Primary Screen for Agonists. TRHR cells, calcium flux fluo-8, FDSS agonist mode. 360,000 tested, 0.18% active. activation, % at 2 µM. Thyrotropin-releasing hormone receptor (Homo sapiens), P34981; also: 0% is about no effect
Target sequence (P34981 whole entry, looked up): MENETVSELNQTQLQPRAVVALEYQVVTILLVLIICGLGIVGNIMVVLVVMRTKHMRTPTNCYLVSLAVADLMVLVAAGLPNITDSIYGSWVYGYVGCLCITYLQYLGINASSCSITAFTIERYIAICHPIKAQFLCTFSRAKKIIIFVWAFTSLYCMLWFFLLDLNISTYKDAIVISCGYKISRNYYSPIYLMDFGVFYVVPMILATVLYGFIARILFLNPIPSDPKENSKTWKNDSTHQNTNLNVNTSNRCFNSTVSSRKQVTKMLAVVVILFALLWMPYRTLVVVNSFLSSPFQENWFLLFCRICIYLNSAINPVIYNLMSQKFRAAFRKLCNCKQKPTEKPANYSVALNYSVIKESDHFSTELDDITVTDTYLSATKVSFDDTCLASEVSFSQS
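Agonist-mode FDSS calcium read (Ex 480/Em 530, 1 s cycles) in 1536-well TRHR cells with fluo-8 dye, after 10-cycle baseline and 23 nL compound addition; TRH at EC20 (10 nM final) added afterwards for the enhancer phase.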
D1 PAM = Potentiators of Human D1 Dopamine Receptor: qHTS; 360,000 tested, 0.036% active; HEK293 TREx D1 cells, calcium flux, dopamine EC20 potentiation; potentiation, % at 10 µM; AID 504651, 2011; in the data active = potentiation above about 30%; also: 0% is about no effect
Target sequence (P21728 whole entry, looked up): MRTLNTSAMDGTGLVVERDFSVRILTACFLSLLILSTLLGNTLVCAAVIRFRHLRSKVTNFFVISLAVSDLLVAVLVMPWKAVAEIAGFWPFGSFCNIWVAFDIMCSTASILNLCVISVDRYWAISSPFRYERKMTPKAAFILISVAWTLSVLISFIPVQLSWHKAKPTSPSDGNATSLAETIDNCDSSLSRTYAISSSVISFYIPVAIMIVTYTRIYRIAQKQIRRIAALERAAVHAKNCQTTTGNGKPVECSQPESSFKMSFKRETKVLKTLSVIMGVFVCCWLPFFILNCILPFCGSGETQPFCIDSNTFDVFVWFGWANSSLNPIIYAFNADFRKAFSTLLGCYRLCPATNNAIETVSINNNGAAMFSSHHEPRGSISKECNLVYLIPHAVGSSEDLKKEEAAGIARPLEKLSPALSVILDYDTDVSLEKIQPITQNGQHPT
TRHR PAM = qHTS for Small Molecule Agonists and Allosteric Enhancers of Human TRH Receptor: Primary Screen for Enhancers | AID 493056, 2011 | 360,000 tested, 0.66% active | enhancement, % at 2 µM | TRHR cells, fluo-8 calcium fluorescence, EC20 TRH enhancement | Thyrotropin-releasing hormone receptor (Homo sapiens), P34981; in the data active = enhancement above about 30%; also: 0% is about no effect
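TRHR-expressing cells loaded with fluo-8 calcium dye were read kinetically (ex 480/em 530) during compound addition, then stimulated with an EC20 of TRH (10 nM final). Enhancement of the Gq-mediated intracellular calcium response was scored.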
RXFP1 antag = qHTS Assay for Antagonists of the Relaxin Receptor RXFP1; Relaxin receptor 1 (Homo sapiens), Q9HBX9; HEK293-RXFP1, relaxin-stimulated cAMP HTRF, 30 min; active compounds read low; activity change, negative = inhibition, % at 57.5 µM; 350,000 tested, 0.59% active; AID 1259400, 2018;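 active = activity change of -60% or lower, but not beyond a set lower limit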; also: % is scaled to controls: 0 for no effect and ±100 for the full control effect
D2 PAM = HTS Assay for Positive Allosteric Modulators of the Human D2 Dopamine Receptor: Primary Screen for Potentiators | potentiation, % at 10 µM | HEK293 T-REx D2, calcium flux, EC20 dopamine potentiation | D(2) dopamine receptor (Homo sapiens), P14416 | 340,000 tested, 0.34% active;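 active = potentiation over 3 SD above the plate norm, cut at about 30% in these data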; also: 0% is about no effect
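Primary screen. Calcium kinetics in induced HEK293 T-REx D2 cells: compound pre-addition 180 s, EC20 dopamine, 180 s more.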
D1 ag = Allosteric Agonists of the Human D1 Dopamine Receptor: qHTS; D(1A) dopamine receptor (Homo sapiens), P21728; HEK293 T-REx D1 cells, calcium flux, agonist mode; activation, % at 2 µM; 360,000 tested, 1% active; also: 0% is about no effect
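Tetracycline-induced HEK293 TREx D1 cells, force-coupled to calcium signalling, were dye-loaded with a no-wash calcium kit. Compound was pin-added after a 10 s baseline. Fluorescence was read kinetically at 1 cycle/s for 180 s, with calcium rises flagged as agonism.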
D1 antag = Antagonist of Human D 1 Dopamine Receptor: qHTS; HEK293 TREx D1 cells, calcium flux, dopamine EC80; active compounds read low; activity change, negative = inhibition, % at 10 µM; 360,000 tested, 3.2% active; D(1A) dopamine receptor (Homo sapiens), P21728; in the data active = activity change below about -30%; also: % is scaled to controls: 0 for no effect and ±100 for the full control effect
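Calcium flux readout: force-coupled, inducible Hek293 Trex D1 line, cells induced overnight at 30 C with tetracycline, dye-loaded 30–90 min at RT. Antagonism scored against EC80 dopamine challenge given 180 s after compound.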
D2 agonist = HTS Assay for Allosteric Agonists of the Human D2 Dopamine Receptor: Primary Screen for Agonists | D(2) dopamine receptor (Homo sapiens), P14416 | HEK293 T-REx D2 cells, calcium flux agonist mode | activation, % at 2 µM | 340,000 tested, 0.53% active | AID 485358, 2010;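 active = activation over 3 SD above normal in the single-dose calcium agonist read, cut at about 30% in these data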; also: 0% is about no effect
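Agonism is scored from calcium flux in a force-coupled, inducible HEK293 cell line expressing D2, read kinetically for 180 s after compound addition against dopamine controls.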
D2 antag = HTS Assay for Allosteric Antagonists of the Human D2 Dopamine Receptor: Primary Screen for Antagonists | 340,000 tested, 2% active | AID 485344, 2010 | D(2) dopamine receptor (Homo sapiens), P14416 | inhibition, % at 10 µM | HEK293 TREx D2 cells, calcium flux, dopamine EC80; in the data active = inhibition above about 30%; also: 0% is about no effect
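Calcium flux kinetic readout in an inducible HEK293 TREx D2 line plated overnight at 30 C. After 180 s compound exposure, an EC80 dopamine challenge follows with another 180 s kinetic read to detect antagonism.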
* marks the source's active call; other numbers are inactive results; · = no result given; & = joins results of further samples. Rule as the data show it, unless noted: active = activation above about 30%; inactive = the rest.

canonical_smiles,TRHR agonist,D1 PAM,TRHR PAM,RXFP1 antag,D2 PAM,D1 ag,D1 antag,D2 agonist,D2 antag
O=C(COc1ccc(Cl)cc1Cl)NC(=O)N1CCOCC1,-0.4,4.8,-1.5,-8.6,-11.2,-0.2,9.6,-0.5,26.5
O=C1C2C(C(=O)N1/N=C/c1ccco1)C1C=CC2C12CC2 (stereo not drawn),0.3,-0.1,-9.4,10.4,·,4.1,-5.2,·,·
CCn1cc(S(=O)(=O)NCCc2ccc(F)cc2)cn1,-0.4,6.8,-5.3,6.2,-0.2,1.0,4.4,0.2,12.5
CCC1(CC)C(=O)N(C)C(=O)NC1=Nc1ccc(OC)cc1,-0.8,-2.6,3.9,-8.4,3.1,1.9,-0.2,0.1,-28.6
COc1cccc(CNCCNC(=O)c2ccco2)c1OC,-1.7,0.0,28.7,-6.5,15.6,3.0,-8.1,2.1,-4.4
Cc1sc2nc(N)sc2c1C,-0.5,-0.7,3.6,-11.8,1.4,0.6,8.5,0.7,2.8
Cc1ccc(S(=O)(=O)N2CCC(C)CC2)cc1C(=O)NCc1ccccn1,-1.9,5.9,-8.8,1.8,1.6,6.5,-15.4,·,·
O=C(COC(=O)c1ccccc1OCc1ccc(Cl)cc1)NC1CC1,1.6,-1.4,-3.0,-15.1,-13.4,0.4,-8.3,1.2,18.6
O=S(=O)(NCc1nnc2ccccn12)c1ccc(F)cc1,0.1,5.7,-2.2,1.1,-7.9,6.9,-12.8,-0.2,12.8
COc1ccc(S(=O)(=O)N(C(C)=O)c2ccc3oc(=O)sc3c2)cc1,0.7,8.4,11.1,-14.7,-8.6,1.5,6.7,1.2,-5.7
O=C(COc1ccc(Cl)cc1)NCCc1ccccn1,-1.8,-0.8,-3.6,-7.2,22.3,2.1,10.2,-0.1,12.3
O=C(Nc1ccon1)c1nc[nH]c1C(=O)NCc1ccccc1,-0.3,1.6,3.8,·,-20.4,-2.6,·,-0.5,3.8
COCCNC(=S)N/N=C/c1ccc2c(c1)OCCO2,0.2,1.6,-1.2,-7.7,-5.3,2.3,-13.3,2.3,-6.0
COc1ccccc1C(=O)NCCCNC(=O)c1ccccn1,-0.3,·,-1.1,-3.8,-2.3,2.6,5.7,-0.9,21.5
COc1cccc(N2C(=O)N(c3ccccc3Cl)C3CS(=O)(=O)CC32)c1 (stereo not drawn),0.5,-1.7,-0.1,-2.4,17.3,-3.2,12.8,0.1,-0.9
COc1ccc(S(=O)(=O)N(C)C)cc1NC(=O)Cc1c[nH]c2ccccc12,-0.1,-3.6,1.6,13.1,-6.1,1.8,8.9,1.8,5.1
O=C(Nc1cc(Cl)ccc1-n1cncn1)c1ccc([N+](=O)[O-])o1,-0.2,-4.0,-4.5,-1.1,5.3,0.3,1.2,-1.5,3.9
O=C(Nc1ccccc1)c1cccc2c(=O)c3c([nH]c12)CCCC3,0.4,-1.9,0.1,-5.8,5.3,-0.6,1.5,0.3,·
Cc1ccc(Cl)cc1N1CCN(S(=O)(=O)c2ccc3c(c2)CCN3C(=O)C2CCC2)CC1,0.6,6.2,13.3,·,-9.3,6.2,19.1,23.8,·
CC1CC(NC(=O)/C(C#N)=C/c2ccc[nH]2)CC(C)(C)C1 (stereo not drawn),0.6,-3.3,-4.5,-4.8,2.6,1.6,-4.0,-2.3,6.7
COc1ccccc1NS(=O)(=O)c1cccc(C(=O)N2CCCCCCC2)c1,0.1,-5.6,1.4,5.2,12.9,0.3,7.1,0.6,3.4
O=C(O)c1nn(-c2cccc(Cl)c2)c(=O)cc1O,0.5,-4.2,1.8,-15.2,-6.6,0.5,-44.5*,2.0,-0.6
COc1ccccc1OCc1ccc(C(=O)N(C)C)o1,0.0,-3.2,9.3,-17.0,-4.8,2.6,-5.8,-0.3,-1.1
COc1ccc([C@H]2CC(=O)C=C(c3ccc(C)c([N+](=O)[O-])c3)C2)cc1,-0.7,10.1,-0.6,·,-4.8,1.2,·,-0.8,-1.8
Cc1cccc(NC(=O)NN2CCN(C)CC2)c1C,0.5,-2.1,2.3,0.8,-5.2,5.0,5.6,1.7,-4.5
CC(C)(Oc1ccc(Cl)cc1)C(=O)Nc1cccc(S(=O)(=O)NC2=NCCC2)c1,4.2,1.6,-2.9,1.7,7.7,3.2,0.1,0.2,-7.5
Cc1ccc(OC(=O)c2ccc(S(=O)(=O)N(C)C)cc2)c(-n2nc3ccccc3n2)c1,1.3,1.9,10.8,2.9,11.3,3.6,23.8,0.2,-14.6
O=C(COc1ccc(Cl)cc1Cl)Nc1ccccc1NS(=O)(=O)c1cccs1,-0.7,2.8,-3.5,-4.6,-3.7,6.9,-14.8,0.8,1.4
COC(=O)/C(C#N)=C/c1ccc(C)o1,2.3,-1.6,-0.6,14.1,18.8,5.0,23.3,2.5,-8.8
O=C(NC1CCCC1)c1cccc(S(=O)(=O)Nc2ccccc2F)c1,0.0,·,14.1,-2.9,10.1,5.0,-14.3,0.6,-12.1
CN(C)/C=C/C(=O)c1ccc(F)cc1,-0.7,-7.7,1.6,-10.1,20.4,6.2,-25.4,0.0,-5.6
CCOC(=O)Cc1csc(NS(=O)(=O)c2ccc(F)cc2)n1,-0.1,-0.9,8.3,11.9,7.5,2.2,1.6,0.2,-2.5
Cn1c(=O)oc2cc(S(=O)(=O)CCC(=O)NCc3ccccc3)ccc21,0.3,-1.8,-6.7,-8.7,-9.6,0.8,-5.3,-0.1,·
CCC(=O)NC(Nc1sc2c(c1C(=O)OC)CCN(C)C2)(C(F)(F)F)C(F)(F)F,1.0,-4.4,-2.1,11.7,-18.6,4.2,14.7,0.5,-10.3
CC1(C)CC(=O)C2=C(C1)Nc1ncnn1C2c1ccccn1 (stereo not drawn),-0.7,-9.5,6.2,6.8,0.0,-0.2,-8.0,0.2,10.2
COc1ccc(C(=O)Nc2nc(N3C(=O)c4ccccc4C3=O)n(-c3ccccc3)n2)cc1,-0.5,1.2,-3.9,14.5,-0.9,0.6,8.8,0.4,0.8
O=C(NN1C(=O)c2ccccc2NC1c1ccc([N+](=O)[O-])o1)c1ccccc1 (stereo not drawn),-1.5,-5.3,-0.4,-25.9,·,0.4,-20.1,1.4,0.6
CCC(C)(C#CCN1CCCCC1)OC(C)=O (stereo not drawn),0.1,5.2,-0.2,-2.0,-9.2,2.7,13.2,0.0,2.0
Cc1ccc(S(=O)(=O)N2CCCOC2CNC(=O)C(=O)NC2CCCCC2)cc1 (stereo not drawn),-0.9,-2.5,7.3,-16.1,-1.1,7.2,-1.6,0.3,9.9
COc1cc(NC(=O)Cn2c(=O)n(CC3CCCO3)c(=O)c3ccccc32)cc(OC)c1 (stereo not drawn),-0.3&-1.4,-6.0&-0.9,-13.7&19.7,3.0,-7.4&5.0,2.7&3.5,-5.9&-6.1,2.7&-1.5,-36.3
CCc1cc(-c2n[nH]c(=S)n2-c2cccc(C)c2)cs1,-0.4,-7.2,-4.8,-3.2,3.4,1.8,8.4,0.1,-0.5
CSc1nc(-c2ccco2)cc(-c2ccccc2)c1C#N,0.8,-1.9,4.8,0.1,8.5,3.0,6.6,0.4,4.2
Cc1ccc(NC(=O)COc2ccc(N3CC(C(N)=O)CC3=O)cc2)c(C)c1 (stereo not drawn),-0.1,-3.5,0.0,2.1,·,0.6,-3.9,1.9,12.2
O=C(CSc1nc2ccccc2[nH]1)N/N=C/C=C\c1ccccc1[N+](=O)[O-],0.0,-0.9,-0.3,-4.5,-1.7,-1.6,0.6,-1.5,-1.1
COc1ccc(Cn2c(N)c(C#N)c3nc4ccccc4nc32)cc1OC,0.4,-2.2,22.7,-2.0,9.7,1.1,5.8,-0.8,-0.7
CCCCCc1ccc(-c2cn(Cc3ccc(C)cc3)nn2)cc1,1.4,-1.9,-0.3,·,11.1,15.3,-21.4,-4.3,-11.7
COc1ccc(NC(=O)CN(C)C(=O)CCCNC(=O)c2ccc(Cl)cc2)cc1,0.0,2.1,-0.7,-3.8,0.7,0.9,1.6,-0.2,-3.7
CC(=O)N1CCN(c2ccc(NC(=O)c3ccc4c(c3)OCCO4)cc2)CC1,0.5,-0.4,-0.9,-12.5,11.1,0.4,-27.1,0.3,-4.5
CCOC(=O)N1CCC(=NNc2nc(C)cc(=O)[nH]2)CC1,0.4,4.2,-5.8,3.6,-4.5,4.1,-0.8,-0.3,-6.0
Nc1c(C=C2C=CC(=O)C=C2)c(=O)nc2sc(CC(=O)N3CCCC3)nn12,0.5,-2.5,-4.0,29.5,13.7,1.6,-17.3,0.3,6.8
CCCc1ccc(OCCNC(=O)c2ccco2)cc1,-0.8,-4.2,-9.9,-6.2,-6.3,3.0,9.8,-0.6,4.1
COc1cccc2c(O)cc(=O)n(C)c12,0.0,-4.8,7.4,-4.7,15.4,-0.8,6.9,0.7,-25.9
Cc1ccccc1S(=O)(=O)NCc1cccnc1,0.4,-2.6,1.1,5.4,-2.3,2.3,3.1,2.7,4.6
O=S(=O)(c1ccc(C2=CSC3=NCCN23)cc1)N1CCOCC1,1.4,-1.4,5.6,-8.4,-6.3,3.4,-4.4,7.1,-16.8

Reformatted field by field: four of the compounds above
molecule: O=C(NN1C(=O)c2ccccc2NC1c1ccc([N+](=O)[O-])o1)c1ccccc1 (stereo not drawn)
  TRHR agonist: -1.5 | D1 PAM: -5.3 | TRHR PAM: -0.4 | RXFP1 antag: -25.9 | D2 PAM: · | D1 ag: 0.4 | D1 antag: -20.1 | D2 agonist: 1.4 | D2 antag: 0.6
molecule: CC(=O)N1CCN(c2ccc(NC(=O)c3ccc4c(c3)OCCO4)cc2)CC1
  TRHR agonist: 0.5 | D1 PAM: -0.4 | TRHR PAM: -0.9 | RXFP1 antag: -12.5 | D2 PAM: 11.1 | D1 ag: 0.4 | D1 antag: -27.1 | D2 agonist: 0.3 | D2 antag: -4.5
molecule: CC1(C)CC(=O)C2=C(C1)Nc1ncnn1C2c1ccccn1 (stereo not drawn)
  TRHR agonist: -0.7 | D1 PAM: -9.5 | TRHR PAM: 6.2 | RXFP1 antag: 6.8 | D2 PAM: 0.0 | D1 ag: -0.2 | D1 antag: -8.0 | D2 agonist: 0.2 | D2 antag: 10.2
molecule: Cc1ccc(NC(=O)COc2ccc(N3CC(C(N)=O)CC3=O)cc2)c(C)c1 (stereo not drawn)
  TRHR agonist: -0.1 | D1 PAM: -3.5 | TRHR PAM: 0.0 | RXFP1 antag: 2.1 | D2 PAM: · | D1 ag: 0.6 | D1 antag: -3.9 | D2 agonist: 1.9 | D2 antag: 12.2

The order is random; about 7.1% have a hit in one of these screens.
